Compound activity as filed in PubChem.
WRN helicase inh: WRN helicase (human) inhibition; WRN helicase unwinding, fluorescent forked duplex, kinetic; Potency, µM (series often up to 114 µM), inactives show at the highest dose activity change, negative = inhibition, most hits filed as inhibitors; 360,000 compounds, 0.46% hits; also: potency is read from the fitted curve at half-maximal effect; % is scaled to controls: 0 for no effect and ±100 for the full control effect; nearly all actives have a fitted effect of over 55% in size
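Kinetic red-fluorescence monitoring (525/598 nm) tracks WRN helicase activity after 100 nM fluorophore-quencher forked duplex and 2 mM ATP are added to 20 nM enzyme pretreated 15 min at room temperature with compound.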
DRD3 antagonist: blocks the human D3 dopamine receptor; 360,000 compounds, 2.5% hits; P35462; max response, negative = inhibition, %; D3R cells, DiscoveRx beta-arrestin luminescence, antagonist mode; active compounds read low; in the data active = max response below about -50%; inconclusive = no clear call, values can overlap the other calls; also: % is scaled to controls: 0 for no effect and ±100 for the full control effect; mostly tested at two doses, the higher about 12 µM
Target sequence (P35462 whole entry, looked up): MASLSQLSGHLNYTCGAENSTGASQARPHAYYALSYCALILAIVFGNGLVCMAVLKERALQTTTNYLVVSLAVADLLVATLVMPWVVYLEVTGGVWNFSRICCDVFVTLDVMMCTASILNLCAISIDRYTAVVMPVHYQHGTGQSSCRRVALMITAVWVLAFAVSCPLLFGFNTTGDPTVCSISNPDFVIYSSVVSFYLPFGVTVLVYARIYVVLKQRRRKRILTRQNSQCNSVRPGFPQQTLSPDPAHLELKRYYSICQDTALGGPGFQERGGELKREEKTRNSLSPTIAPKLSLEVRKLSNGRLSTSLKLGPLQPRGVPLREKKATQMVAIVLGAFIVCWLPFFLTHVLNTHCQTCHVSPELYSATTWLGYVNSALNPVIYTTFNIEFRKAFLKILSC
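Cells expressing the human receptor were seeded at 1500 cells/well, incubated overnight at 37 degrees C in 5% CO2, then exposed to library compounds with dopamine controls for 90 minutes at 37 degrees C before luminescent detection.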
GLP1R inv ag: inverse agonists of human GLP-1 receptor | AID 624417 | 410,000 compounds, 1.6% hits | HEK293 GLP-1R CRE-luciferase, luminescence, 24 h; GLP-1R form is constitutively active | P43220 | Potency, µM (highest dose often 38.3 µM), without a hit: at the highest dose activity change, negative = inhibition, usual class: inhibitors; also: potency is read from the fitted curve at half-maximal effect; % is scaled to controls: 0 for no effect and ±100 for the full control effect; nearly all actives have a fitted effect of over 55% in size
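Stable HEK293 clone (constitutively active GLP-1R + cAMP-response luciferase); 200 cells/uL plated, 12 h pre-culture, compound 24 hr, 37 deg C/5% CO2; detection reagent 12 min RT; luminescence.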
D3 ag: activates the human D3 dopamine receptor; D3R DiscoveRx beta-arrestin cells, luminescence, 90 min; max activation, %; 410,000 compounds, 0.58% hits; AID 652048; in the data active = max activation above about 30%; also: 0% is about no effect; mostly tested at two doses, the higher about 12 µM
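Agonist-mode cell screen: cells plated at 1500/well and incubated overnight at 37 °C, then exposed to library compounds for 90 min at 37 °C. Detection reagent was added for 30–60 min at room temperature, and luminescence was read.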
IL2 activator: activates IL-2 in a cell-based reporter assay; 360,000 compounds, 0.065% hits; activation, % (series mostly up to about 46 µM); IL-2 activation reporter assay, cell-based qHTS; stimulated with anti-CD3/CD4/CD28 beads; in transgenic mouse T cells; in the data active = activation above about 50%; inconclusive = mostly about 30% to 49%; also: 0% is about no effect
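Readout is EGFP and DsRed signal by fluorescent plate cytometry after 18 h at 37 degrees C. Transgenic mouse T cells (750/well) received compound for 60 min before bead stimulation (anti-CD3, anti-CD4, anti-CD28); memory T cells served as non-tolerant control.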
PI5P4K alpha inh: inhibitors of human PI5P4K alpha; P48426; PI5P4Kalpha enzyme, ADP-Glo luminescence, 60 min; active compounds read low; max response, %; 330,000 compounds, 1.2% hits; AID 652105; active = max response of -50% or lower; inconclusive = between -30% and -50%; inactive = -30% or higher; also: value at the top dose of about 77 µM; % is scaled to controls: 0 for no effect and ±100 for the full control effect
Target sequence (P48426 whole entry, looked up): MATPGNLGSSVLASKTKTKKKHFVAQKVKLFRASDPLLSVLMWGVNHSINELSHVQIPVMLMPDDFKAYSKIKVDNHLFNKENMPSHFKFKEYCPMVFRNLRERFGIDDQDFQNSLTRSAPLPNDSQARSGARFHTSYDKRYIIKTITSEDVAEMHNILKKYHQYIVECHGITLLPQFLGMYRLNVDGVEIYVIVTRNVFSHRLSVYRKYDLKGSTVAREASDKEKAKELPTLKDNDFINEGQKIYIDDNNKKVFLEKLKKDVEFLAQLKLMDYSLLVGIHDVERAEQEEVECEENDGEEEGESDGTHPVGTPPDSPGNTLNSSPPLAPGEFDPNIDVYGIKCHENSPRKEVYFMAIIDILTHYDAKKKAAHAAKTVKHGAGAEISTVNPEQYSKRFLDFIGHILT
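Quantitative HTS of the MLSMR library against PI5P4Kalpha with substrate. ATP added last at 5 microM final; room temperature, 60 minutes. Remaining ATP depleted, ADP converted and read as luminescence.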
PLK1 PBD block: inhibitors of human PLK1 polo-box domain binding; Plk1 PBD binding of FITC phosphopeptide, fluorescence polarization; Potency, µM, for inactives: max response, negative = inhibition, usual class: inhibitors; 360,000 compounds, 2.8% hits; also: potency is read from the fitted curve at half-maximal effect; series mostly up to about 57 µM; % is scaled to controls: 0 for no effect and ±100 for the full control effect; nearly all actives have a fitted effect of over 65% in size
GLP-1R agonist: activates the human GLP-1 receptor | 380,000 compounds, 0.007% hits | Potency, µM (highest dose often 45.6 µM), without a hit: top-dose activation, usual class: activators | AID 624172 | P43220 | HEK293 GLP-1R CRE-luciferase, luminescence, 4-6 h; cells express a hypersensitive GLP-1R form; also: potency is read from the fitted curve at half-maximal effect; % of control where 0% means no effect
GLP1R cytotox: cytotoxicity counter-screen for GLP-1 receptor inverse agonists. HEK293 cAMP-luciferase reporter cells, luminescence, 24 h. Potency, µM (highest dose often 38.3 µM), for the others: at the top dose activity change, negative = inhibition, usual class: inhibitors. 410,000 compounds, 0.13% hits. AID 624418;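 also: loss of luciferase light is scored as toxicity; potency is read from the fitted curve at half-maximal effect; % is scaled to controls: 0 for no effect and ±100 for the full control effect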
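To flag toxic compounds, the library was rerun on cells for 24 hr at 37 deg C and 5% CO2. Viability-linked luminescence was captured 12 min after adding luciferase detection reagent.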
Active calls of the source: *; ? = inconclusive; · = not tested or not shown; [ ] = dose if it differs, or a comment. Unless noted, calls follow the shape of the dose curve; as a rule, active = well fitted curve in the direction sought with a large enough effect; inconclusive = small, poorly fitted or top-dose-only effect, or another doubt; inactive = no such curve, though single readings can be large; an effect the other way counts as inactive or inconclusive.

Every second line gives: WRN helicase inh, DRD3 antagonist, GLP1R inv ag, D3 ag, IL2 activator, PI5P4K alpha inh, PLK1 PBD block, GLP-1R agonist, GLP1R cytotox
> Cc1ccc(S(=O)(=O)NCCC(=O)NCc2ccccn2)cc1
 : 0%, -8, 10%, -7, 0.2, 5, -9%, 9%, 10%
> O=C(Cc1ccsc1-c1ccccc1)NO
 : 11%, -1, ?, 4, 0.0, 0, -1%, 3%, -26%
> COc1ccc(NC(=O)C2CCN(C(=O)c3ccc(OC)cc3)CC2)cc1
 : -1%, -5, -10%, -7, 0.0, ?, 6µM*, 0%, -8%
> NNC(=O)c1cccc(COc2ccc(Br)cc2)c1
 : -1%, 20, 5µM*, -5, 0.5, 13, -1%, -2%, -16%
> CC(C)CC(NC(=O)OC(C)(C)C)C(=O)NC(C(=O)NC(C)C(N)=O)C(C)C (stereo unspecified)
 : 4%, -8, -2%, 0, 0.8, ·, -5%, -8%, -10%
> CCN(CC(=O)Nc1cccc(OC)c1)C(=O)c1ccc(C)s1
 : 2%, 0, 1%, -6, -0.8, -3, -7%, -11%, 9%
> Cc1ccc(S(=O)(=O)NCC(c2cccnc2)N2CCN(Cc3ccccc3)CC2)cc1 (stereo unspecified)
 : 11%, -3, 18%, -10, 0.1, -3, 3%, 11%, 2%
> Cc1ccc(/C=N/NC(=O)C(C)Oc2ccccc2[N+](=O)[O-])s1 (stereo unspecified)
 : ?, -10, 11%, -9, -1.0, 1, -9%, 6%, -2%
> O=C(CSc1nc(-c2ccc(F)cc2)cs1)NCC1CCCO1 (stereo unspecified)
 : 6%, 1, -7%, 6, 0.1, -5, -9%, 25%, 4%
> COc1ccc(OCc2nnc(SCC(=O)O)n2N)cc1
 : 8%, -4, -5%, 0, -1.1, -6, -6%, 9%, 13%
> CC(C)(CN1CCCN(CC(C)(C)C(=O)O)C1=O)C(=O)O
 : -2%, -19, 6%, 0, -1.8, -23, -10%, 0%, -5%
> O=C(Nc1cccc(-c2nc3ncccc3o2)c1)c1cc2ccccc2o1
 : -18%, -8, ?, 6, -2.1, -16, 2%, -11%, ?
> O=C(NCc1cccnc1)c1ccc(=O)oc1
 : 1%, -21, 2%, 3, -0.8, 0, -1%, -9%, 6%
> CN1C(=O)C(CC#N)(C2(CC#N)C(=O)N(C)c3ccccc32)c2ccccc21 (stereo unspecified)
 : 2%, -9, 4%, 9, 1.6, -7, -16%, -2%, 1%
> CCN(CC)c1ccc(/C=N\NC(=O)c2cccc3cc[nH]c23)cc1
 : -14%, -25, ?, -9, -3.7, -9, 9%, 18%, 1%
> Cc1nn(Cc2cccc(C(=O)Nc3ccn(Cc4ccccc4)n3)c2)c(C)c1[N+](=O)[O-]
 : -21%, -1, -1%, 7, -0.4, 13, -4%, 1%, -5%
> CCn1c(SCC(=O)NCc2ccccc2)nc2c(c1=O)SC(C)C2 (stereo unspecified)
 : 2%, 6, 18%, 0, -3.0, -2, -1%, -4%, 4%
> O=C(NCc1ccc(Cl)cc1)c1ccc(-n2cccn2)nc1
 : ?, -24, 18%, -9, 3.8, -2, -22%, 0%, -1%
> Cn1c(=O)c2c(nc(SCCN3CCCCC3)n2Cc2ccccc2)n(C)c1=O
 : 10%, -6, 0%, -42, -3.2, ·, -24%, 0%, -12%
> O=C(O)c1csc(-c2cccs2)n1
 : -3%[57.1 µM], 45, -9%, -15, 1.4, 1, 9%, -1%, -13%
> CSc1nc2ccc(S(N)(=O)=O)cc2s1
 : -17%, -9, 48%[activator], 2, -0.5, -1, -14%, -1%, 13%
> O=C(NCC1CC1)C1Cc2c(-c3ccc4c(c3)OCO4)ccnc2O1 (stereo unspecified)
 : -3%, -5, ?, 3, -0.1, -16, 4%, -6%, -4%
> CC(C)c1ccccc1OCC(=O)Nc1nnc(C2CC2)s1
 : -1%, -6, -10%, -3, -3.3, 0, -13%, 1%, -2%
> CCCC(=O)N1CCOCC1c1cc(C(=O)NCc2ccccc2)no1 (stereo unspecified)
 : -5%, 3, 24%, 2, 0.6, 11, -6%, 2%, 3%
> CCCNC(=S)N1CCC(c2nc3cc(C)c(C)cc3[nH]2)CC1
 : -1%, -19, -5%, -15, -2.1, ·, -9%, -2%, -10%
> Cc1[nH]c2ccccc2c1/C=C(\C#N)C(=O)NCc1ccccc1
 : -7%, -8, ?, 0, 0.9, 3, 1%, 1%, -21%
> CCC(=O)NC(=S)Nc1cccc(NC(=O)CC)c1
 : 5%, -14, -27%, -8, 0.0, 3, -16%, 0%, -2%
> CCOCCCNC(=O)c1ccc(CS(=O)(=O)Cc2cccc(C)c2)o1
 : -6%[57.1 µM], 14, 4%, 4, -3.2, ·, 1%, 0%, -11%
> N=c1c(C(=O)NC2CCCC2)cc2c(=O)n3ccccc3nc2n1CCN1CCOCC1
 : -12%, -4, 21%, -13, -1.2, 4, -3%, 3%, 211%[activator]
> COc1ccc(C[C@H]2c3cc(O)c(OC)cc3CC[N+]2(C)[O-])cc1O (stereo partly specified)
 : -9%, 0, 17%, -19, 0.0, -1, -4%, 2%, 5%
> O=C(O)C1C2C=CC(O2)C1C(=O)NCCC1=CCCCC1 (stereo unspecified)
 : -19%, -5, 0%, -1, -1.7, ·, ?, 2%, -2%
> COc1ccc([C@H]2C=C3CN(C(=O)OC(C)(C)C)S(=O)(=O)[C@H]3C[C@H]2OC(=O)c2ccc(C(F)(F)F)cc2)cc1
 : 0%, -9, 19%, 15, 0.5, -4, -1%, -1%, -15%
> O=C(Nc1ccccn1)Nc1ccccc1[N+](=O)[O-]
 : 14%, -27, 60%[activator], -3, -0.3, -4, -8%, 21%, 7%
> Cc1nn(-c2ccccc2)c(C)c1C(=O)OCC(=O)NC(=O)NC1CCCC1
 : -2%, 3, ?, -1, 1.3, 3, -7%, 12%, -9%
> Cc1ccc(NS(=O)(=O)c2ccc3[nH]c(=O)[nH]c3c2)c(C)c1
 : 3%, -2, 6%, -9, 0.6, 2, 5%, 9%, -5%
> CC(=O)Nc1ccc(OCC(O)Cn2cncn2)cc1 (stereo unspecified)
 : -1%, 0, 9%, -5, -0.8, 8, -13%, 1%, 7%
> Cc1ccc(C(C)C)c(OCC(=O)NC2CCN(C)CC2)c1
 : -2%, 3, ?, -3, -1.5, 8, -15%, -1%, 1%
> Cc1nc(NC(=O)C2CC2)sc1C
 : 3%, 0, 0%, 10, -1.5, 6, -19%, 1%, 13%
> NC(=O)COC(=O)CC(NC(N)=O)c1ccc(Cl)cc1 (stereo unspecified)
 : -2%, 15, 5%, 6, 4.4, -3, -1%, -9%, 4%
> O=C(Nc1cc(Cl)ccc1Cl)Nn1cnnc1
 : 6%, 2, 2%, -13, -1.9, 1, 1%, -5%, -4%
> COCCOC(=O)c1c(C)n(C)c2ccc(OC(=O)c3ccccc3OC)cc12
 : 3%, 12, 23%, 3, 1.6, -3, -6%, 14%, -6%
> O=C(C[C@H]1C/C=C\C[C@@H](Cc2ccc(F)cc2)C(=O)OC[C@@H](Cc2c[nH]c3ccccc23)NC1=O)NCCO
 : 1%, -12, -9%, 12, -1.0, 8, 1%, -1%, 1%
> O=C(OCC(=O)N1CCc2ccccc21)c1c2c(nc3ccccc13)CCCC2
 : -1%, 32, ?, -2, -0.2, -3, -2%, -3%, -17%
> Cc1cc(O)c(-c2ccnc3cc(-c4ccccc4)nn23)cc1Cl
 : ·, ·, 16%, 12, ·, ·, ·, 1%, 8%
> O=C(NCc1nnc(SCC(=O)N2CCCc3ccccc32)o1)c1ccco1
 : 2%, -12, -12%, -4, -1.7, 1, -13%, -1%, ?
> COc1ccc(C2CC(c3cccc(C)c3)n3nc(N)nc3N2)cc1 (stereo unspecified)
 : -7%, 12, -6%, -6, -3.1, 1, -4%, 3%, 4%
> CCC(C)N(NC(C)=O)c1nc(Cl)nc(NC(C)C)n1 (stereo unspecified)
 : 7%, 23, -22%, 6, 0.0, 1, -1%, -7%, -29%
> CCOC(=O)CNC(=O)CC(c1cc(OC)c(OC)c(OC)c1)N1Cc2ccccc2C1=O (stereo unspecified)
 : ·, ·, 14%, 2, ·, ·, ·, -5%, 3%
> Cc1cccc(NC(=O)C2(C)CC3c4ccccc4C2c2ccccc23)c1 (stereo unspecified)
 : 2%, -11, 0%, 3, -0.6, 11, 1%, -19%, -9%
> Cc1cc(NC(=O)C2CCCO2)ccc1Br (stereo unspecified)
 : -8%, 14, -6%[7.66 µM], -2, -1.0, 2, -1%, 4%, -2%[7.66 µM]
> CCn1c(Cc2ccccc2)nnc1SCC(=O)NC(C)(C)C
 : 8%, 7, 3%, 4, -1.8, ·, 0%, -18%, 2%
> CC1=CC=CC2=N/C(=N\S(=O)(=O)c3ccc(F)cc3F)c3ccccc3CN12
 : -13%, 4, 33%, -3, -2.9, 2, -16%, ?, -4%
> Cc1cc2ccccn2c1C(=O)c1nc(NCc2ccccc2)ncc1Cl
 : -1%, -10, ?, -1, -0.2, 5, -4%, -2%, 1%
> Cc1cccc(Nc2nc(-c3c(C)nc4ccccn34)cs2)c1
 : -4%, 11, ?, 15, -1.0, ·, -2%, 11%, ?
> CN1C(=O)/C(=C/c2ccc3c(c2)OCO3)N=C1c1ccccc1
 : 2%, -5, 13%, -2, -0.1, -1, -14%, -2%, -6%
> CCCc1ccccc1OCCNS(=O)(=O)c1cc2c(cc1C)OCC(=O)N2
 : -6%, 4, ?, 42*, -5.3, 9, -1%, 7%, -7%
> CCC(C)(C)C1CCC(NC(=O)c2ccc(S(=O)(=O)N3CCOCC3)cc2)CC1 (stereo unspecified)
 : -12%, 7, -33%, 1, -0.6, 10, -2%, 3%, 2%
> O=c1[nH]c(SCCOc2ccccc2)nc2ccccc12
 : -3%, 18, 5%, -7, -2.4, ·, -4%, 14%, -14%
> O=C(CCCc1ccccc1)Nc1nccs1
 : 5%, 7, -4%, 15, -1.8, 1, 3%, 0%, 18%
> CCOC(=O)c1c(C)[nH]c(C)c1C(=O)COC(=O)c1cccnc1OCC
 : 4%, 3, 10%, 2, -0.3, 5, 4%, -7%, -5%
> COc1ccc(C(=O)O)cc1S(=O)(=O)Nc1ccc(N2CCCCC2)cc1
 : 0%, -10, 6%, 10, -0.7, 1, -6%, -1%, -10%
